# IMPase Li inh: qHTS Assay for Identifying the Cell-Membrane Permeable IMPase Inhibitors: Potentiation with Lithium; CHO-M1 cells, IP1 TR-FRET (IP-One), carbachol + lithium; 0.35% of 210,000 active; Potency, µM (highest dose often 59.4 µM), for the others: at the top dose activity, negative = IMPase inhibition, most hits filed as inhibitors;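 further: IP1 builds up when IMPase is blocked and the TR-FRET signal falls; potency means the concentration at half of the fitted maximal effect; plate controls were basal vehicle for no effect and high inhibitor control for full effect; nearly all actives have a fitted effect of over 50% in size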
#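 Lithium-sensitised IP1 accumulation assay; M1-expressing CHO cells treated 30 min at 37C with compound. Competitive antibody detection by time-resolved FRET followed a 10 min room-temperature lysis step.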
# HttQ103 aggreg: qHTS Multiplex Assay to Identify Dual Action Probes in a Cell Model of Huntington: Aggregate Formation (GFP) | PC12 HttQ103-GFP aggregates, Acumen cytometry, 40 h | Potency, µM (top dose mostly 46.1 µM), for the others: at the highest dose activity change, negative = inhibition, actives largely listed as inhibitors | 1.1% of 220,000 active; further: potency means the concentration at half of the fitted maximal effect; on the % scale 0 is the no-effect control and ±100 the full control effect; nearly all actives have a fitted effect of over 60% in size
#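 Inducible Q103 Huntingtin exon 1–GFP PC12 line, 1500 cells/well in phenol red free DMEM with 5% equine and 5% calf serum. Tebufenozide 100 nM induced expression; compounds titrated; aggregates quantified by cytometry.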
# CBFb RUNX1 block: qHTS Assay for Compounds Blocking the Interaction Between CBF-beta and RUNX1 for the Treatment of Acute Myeloid Leukemia; AlphaScreen CBFb-His/RUNX1-biotin binding, biochemical; Potency, µM (series often up to 59.8 µM), without a hit: at the top dose activity, negative = inhibition, actives largely listed as inhibitors; 230,000 tested, under 10 active; AID 1477, 2009; further: % of control where 0% means no effect
# Target sequence (Q01196 whole entry, looked up): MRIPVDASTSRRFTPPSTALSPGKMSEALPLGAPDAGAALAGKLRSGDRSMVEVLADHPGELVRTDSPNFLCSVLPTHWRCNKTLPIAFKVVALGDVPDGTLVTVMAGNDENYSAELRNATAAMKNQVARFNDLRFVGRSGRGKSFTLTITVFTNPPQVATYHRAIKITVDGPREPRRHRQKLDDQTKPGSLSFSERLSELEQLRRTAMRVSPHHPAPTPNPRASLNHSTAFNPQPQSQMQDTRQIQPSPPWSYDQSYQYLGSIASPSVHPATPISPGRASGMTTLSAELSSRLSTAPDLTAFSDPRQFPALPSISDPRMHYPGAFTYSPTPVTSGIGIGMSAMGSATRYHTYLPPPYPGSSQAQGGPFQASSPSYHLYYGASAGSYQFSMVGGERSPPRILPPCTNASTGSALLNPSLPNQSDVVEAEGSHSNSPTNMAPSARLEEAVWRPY
# Target sequence (Q13951 whole entry, looked up): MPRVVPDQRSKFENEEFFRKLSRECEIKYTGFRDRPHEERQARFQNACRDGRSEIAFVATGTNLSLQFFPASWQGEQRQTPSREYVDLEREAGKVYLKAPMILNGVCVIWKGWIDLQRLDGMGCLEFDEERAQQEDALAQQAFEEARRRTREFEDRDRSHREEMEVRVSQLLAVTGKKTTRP
#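 CBFb-His/RUNX1-biotin, 30 nM each, preincubated 20 min RT; compound 15 min RT; Ni + streptavidin beads 50 ng each, 90 min RT; AlphaScreen read.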
# LMNA splice mod: qHTS Assay for Modulators of Lamin A Splicing; HeLa LMNA splicing GFP/RFP minigene ratio, 48 h; 0.01% of 200,000 active; Potency, µM (highest dose often 46.1 µM), inactives show at the highest dose ratio change, negative = inhibition, most hits filed as inhibitors; active means well fitted inhibition curve with a large enough effect in the signal ratio, with a control signal flat, not every such curve was filed as active; inconclusive means small, poorly fitted or top-dose-only effect, or effect the other way, or a change in a side signal; the % refers to the signal ratio; further: potency means the concentration at half of the fitted maximal effect; on the % scale 0 is the no-effect control and ±100 the full control effect
#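 S3 HeLa stable clones carrying a lamin A-EGFP splicing minigene plus DsRed2 were seeded at 600 cells/well in Opti-MEM with 2% FBS, pin-dosed and incubated 48 h at 37°C. Acumen cytometry (488 nm) gave the GFP/RFP total-intensity ratio.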
# KinaseGlo FLuc: Counterscreen for Luciferase (Kinase-Glo TM) Inhibition | AID 1379, 2008 | 0.28% of 200,000 active | Luciferin 4-monooxygenase (Photuris pensylvanica), Q27757 | Kinase-Glo luciferase, ATP luminescence, 8 min | Potency, µM (titrated, usually from 38.3 µM), inactives show at the highest dose activity change, negative = inhibition, actives largely listed as inhibitors; further: potency means the concentration at half of the fitted maximal effect; on the % scale 0 is the no-effect control and ±100 the full control effect; nearly all actives have a fitted effect of over 60% in size
#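 Compounds were added to a substrate mix at pH 7.2 (50 mM imidazole, 10 uM ATP, within the enzyme's linear range), followed by Kinase-Glo detection reagent; luminescence was measured after 8 minutes at ambient temperature.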
# HTT cytoprotect: qHTS Multiplex Assay to Identify Dual Action Probes in a Cell Model of Huntington: Cytoprotection (ATP); 0.14% of 230,000 active; Potency, µM (highest dose often 56.4 µM), for the others: cytoprotection (ATP increase), actives largely listed as activators; PC12 HTT-Q103 induced, cytoprotection, ATP luminescence, 40 h;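 further: potency means the concentration at half of the fitted maximal effect; % of control where 0% means no effect; nearly all actives have a fitted effect of over 45% in size; toxic huntingtin expression switched on by the ecdysone agonist tebufenozide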
#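 Quantitative HTS on tebufenozide-induced (100 nM) PC12 cells expressing HTTQ103 exon 1–GFP; compounds tested as a concentration series; survival measured via cellular ATP.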
# SMN2 splice enh: qHTS Assay for Enhancers of SMN2 Splice Variant Expression. Potency, µM (titrated, usually from 46.1 µM), without a hit: top-dose activity change, positive = activation, hits mostly activators. 2.8% of 210,000 active. HEK293 SMN2-luciferase splicing reporter, luminescence, 30-36 h. AID 1458, 2008; further: potency means the concentration at half of the fitted maximal effect; % of control where 0% means no effect; nearly all actives have a fitted effect of over 55% in size
#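 qHTS luciferase splicing reporter: luminescence rises when SMN2 exon 7 is included in transfected HEK293 cells. Compound exposure lasted 30-36 h at 37C, with 4.5 mM final sodium butyrate as control, followed by a ONE-Glo read.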
# * marks the source's active call; other numbers are inactive results; ? = inconclusive; nt = no result given; [ ] = remark or other dose. Unless noted, the call rests on the fitted dose curve; in most records, active means well fitted curve in the direction sought with a large enough effect; inconclusive means small, poorly fitted or top-dose-only effect, or another doubt; inactive means no such curve, though single readings can be large; an effect the other way counts as inactive or inconclusive.
# Every second line gives: IMPase Li inh, HttQ103 aggreg, CBFb RUNX1 block, LMNA splice mod, KinaseGlo FLuc, HTT cytoprotect, SMN2 splice enh
- NC(=O)CSc1nc2cc([N+](=O)[O-])ccc2n1-c1cccc(C(F)(F)F)c1
    -3%, -20%, 1%, ?, 0%, -10%[10 µM], ?
- CC1=C(C(=O)NCc2ccccn2)C2(CCC(C)CC2)OC1=O (configuration not stated)
    19%[38.3 µM], -15%, 7%, -7%, 1%, -7%[10 µM], -6%
- O=C(CCc1ccccc1)Nc1cccc(-c2nnc(-c3ccco3)o2)c1
    21%[38.3 µM], -16%, 13%, -6%, 3%, -8%[10 µM], 13µM*
- Cc1sc2ncn3c(C)nnc3c2c1C
    -12%[38.3 µM], 8%, -3%, 2%, -4%, -4%[10 µM], 10%
- Nc1nnc(-c2ccccc2F)s1
    -8%, -4%[9.22 µM], 6%, 18%[46 µM], -4%, -8%[10 µM], nt
- COc1ccc(NC(=S)N2CCCC2)cc1
    9%, -8%, 10%, -2%, -1%, 22%[0.074 µM], 10%
- Cc1cc(=O)[nH]c(SCC(=O)Nc2ccccc2C)n1
    -1%, -7%[9.22 µM], -1%, -1%[46 µM], -1%, 14%[10 µM], nt
- CCC/C=C(\CCC)C(NS(=O)(=O)c1ccc(C(F)(F)F)cc1)c1ccc(-c2ccccc2)cc1 (configuration not stated)
    -4%, nt, -4%, nt, -2%, -47%[inhibitor], -5%
- CN1CCN(c2ncc3nc(-c4ccccc4)c(=O)n(C)c3n2)CC1
    -29%, nt, nt, -10%, nt, -120%[inhibitor], nt
- O=[N+]([O-])c1cc(CN2CCOCC2)c2cccnc2c1O
    -9%, 1%, -12%, nt, 0%, nt, -68%[inhibitor]
- Cc1ccc(S(=O)(=O)c2c(N)n(CCN3CCOCC3)c3nc4ccccc4nc23)cc1C
    0%[38.3 µM], 20%, 5%, 3%, -2%, -17%[4.97 µM], 2%
- O=c1[nH][nH]cc1C=Nc1ccccc1O
    13%[38.3 µM], -25%, -18%, ?, -9%, -69%[inhibitor], ?
- CCC(C)(C)n1nnnc1CN1CCN(c2nc3ccc(C)cc3cc2C#N)CC1
    10%[38.3 µM], -19%, 19%, ?, 7%, -22%, -30%
- CCOC(=O)c1cn2nc(Oc3ccccc3)ccc2n1
    nt, -13%[9.22 µM], 6%, nt, nt, -15%[10 µM], nt
- CCN1CCCC1CNS(=O)(=O)c1ccc(C(=O)Nc2ccccc2)cc1 (configuration not stated)
    39%[38.3 µM], 4%, 4%, -3%, 3%, -11%[0.074 µM], nt
- O=c1cnnc(Nc2ccccc2F)[nH]1
    -2%, 11%, -13%, -4%[46 µM], -3%, -1%, 6%
- Cc1[nH]c2ccccc2c1-c1csc(NC(=O)CN2CCOCC2)n1
    -17%, 22%, -19%, 1%[46 µM], 3%, -81%[inhibitor], -10%
- c1ccc(CN2CCC(=NNc3nc4ccccc4[nH]3)CC2)cc1
    21%, 16%, ?, -26%[46 µM], -2%, -27%, 5%
- COc1ccc(CNC(N)=O)cc1OC
    19%[38.3 µM], 10%, 1%, 13%, -2%, 5%[10 µM], 9%
- Cc1noc(C)c1CN1C(=O)NC2(CCCCCCC2)C1=O
    27%[38.3 µM], 14%[9.22 µM], -2%, 12%, -6%, -7%[10 µM], -2%
- CS(=O)(=O)c1ccc2nnn(OCC(=O)Nc3cccc(C#N)c3)c2c1
    nt, 15%[9.22 µM], ?, nt, nt, 12%[10 µM], nt
- COc1cc(CNc2ccc(O)cc2)cc(Br)c1OCc1ccccc1
    15%, -12%, -21%, nt, 4%, -63%[inhibitor], nt
- O=C(CCC(=O)c1ccc(F)cc1)Nc1ccccc1Cl
    -3%, 0%, 18%, 5%, 1%, 5%[10 µM], -2%
- CCOc1ccc(/C=C2\SC(=S)N(Nc3ccccc3)C2=O)cc1OC
    14%, ?, -7%, ?, -3%, 12%[10 µM], -2%
- CSc1ccc(Cl)c(C(=O)NCCOc2ccccc2)c1
    13%[38.3 µM], 3%, -5%, -11%, -1%, 18%, -22%
- Cc1cc(C)nc(Nc2n[nH]c(-c3cccc4ccccc34)n2)n1
    -4%[38.3 µM], 2%, -2%, -7%, 1%, -5%, -12%
- COC(=O)C1CSC(C)(C)C(=O)N1 (configuration not stated)
    4%, 10%, 19%, -5%[46 µM], 7%, -18%, 8%
- CCOc1ccc(C(=O)c2ccc(OC)c(O)c2O)cc1
    15%, nt, -3%, nt, -7%, 5%, 14%
- COC(=O)N[C@@H](c1cccc(F)c1)[C@@H](C)[N+](=O)[O-]
    5%, nt, 1%, nt, 1%, -28%, 7%
- CN1C(=S)SC(C)(NO)C1(C)C (configuration not stated)
    22%[38.3 µM], -6%, 2%, 15%, 3%, 0%[0.074 µM], -18%

# In a second layout: entries from further up.
Compound,IMPase Li inh,HttQ103 aggreg,CBFb RUNX1 block,LMNA splice mod,KinaseGlo FLuc,HTT cytoprotect,SMN2 splice enh
NC(=O)CSc1nc2cc([N+](=O)[O-])ccc2n1-c1cccc(C(F)(F)F)c1,-3%,-20%,1%,?,0%,-10%[10 µM],?
CC1=C(C(=O)NCc2ccccn2)C2(CCC(C)CC2)OC1=O (configuration not stated),19%[38.3 µM],-15%,7%,-7%,1%,-7%[10 µM],-6%
O=C(CCc1ccccc1)Nc1cccc(-c2nnc(-c3ccco3)o2)c1,21%[38.3 µM],-16%,13%,-6%,3%,-8%[10 µM],13µM*
Cc1sc2ncn3c(C)nnc3c2c1C,-12%[38.3 µM],8%,-3%,2%,-4%,-4%[10 µM],10%
Nc1nnc(-c2ccccc2F)s1,-8%,-4%[9.22 µM],6%,18%[46 µM],-4%,-8%[10 µM],nt
COc1ccc(NC(=S)N2CCCC2)cc1,9%,-8%,10%,-2%,-1%,22%[0.074 µM],10%
Cc1cc(=O)[nH]c(SCC(=O)Nc2ccccc2C)n1,-1%,-7%[9.22 µM],-1%,-1%[46 µM],-1%,14%[10 µM],nt
CCC/C=C(\CCC)C(NS(=O)(=O)c1ccc(C(F)(F)F)cc1)c1ccc(-c2ccccc2)cc1 (configuration not stated),-4%,nt,-4%,nt,-2%,-47%[inhibitor],-5%
CN1CCN(c2ncc3nc(-c4ccccc4)c(=O)n(C)c3n2)CC1,-29%,nt,nt,-10%,nt,-120%[inhibitor],nt

# Other entries.
# Every second line gives: IMPase Li inh, HttQ103 aggreg, CBFb RUNX1 block, LMNA splice mod, KinaseGlo FLuc, HTT cytoprotect, SMN2 splice enh
- COc1ccc(/C=N/NC(=O)c2cccnc2)cc1CN1CCc2cc(OC)c(OC)cc2C1C (configuration not stated)
    1%, -20%, -6%, 12%[46 µM], 0%, -48%[inhibitor], -14%
- CCC(CO)NCc1ccc(-c2ccccc2)cc1 (configuration not stated)
    -1%, 14%, -4%, -5%, 2%, -15%[10 µM], 8%
- O=c1[nH]c(SCc2ccc(Cl)cc2)nc2ccsc12
    3%, -30%, -1%, -29%[46 µM], 0%, -2%[10 µM], ?
- O=C(Nc1ccc(Cl)cc1)Nc1ccc(Oc2cccnc2)nc1
    nt, 13%[9.22 µM], -1%, nt, nt, 0%[10 µM], nt
- O=C(COC(=O)/C=C/c1ccc([N+](=O)[O-])cc1)NCc1ccc2c(c1)OCO2
    nt, -19%[9.22 µM], -2%, nt, nt, -4%[10 µM], nt
- COc1ccc(S(=O)(=O)NNC(=O)C2CC(c3cccnc3)=NO2)cc1 (configuration not stated)
    2%, 13%, 8%, nt, 2%, nt, 8%
- O=Cc1ccccc1Oc1ccccc1
    -13%, -7%, 12%, ?, 2%, 6%[10 µM], -2%
- Cc1ccc(C(=O)Nc2ccc(Cl)cn2)cc1
    -13%[38.3 µM], 10%, 6%, -7%, 3%, -89%[inhibitor][10 µM], 7.9µM*
- Cc1cccc(Cn2cc(/C=C/[N+](=O)[O-])c3ccccc32)c1
    28%[38.3 µM], -13%, -7%, ?, -3%, -79%[inhibitor], -22%
- CC(C)CC(=O)Nc1cccc(NC(=O)c2ccccc2Cl)c1
    2%, 2%, 0%, 3%, -1%, nt, -4%
- COc1ccc(Cc2nn3c(-c4ccccc4Br)nnc3s2)cc1
    23%[38.3 µM], ?, 4%, ?, -2%, -37%, 12%
- CCCCC(CC)c1nnc(NC(=O)c2cccs2)s1 (configuration not stated)
    1%, 23%[9.22 µM], 24%, -5%[46 µM], 2%, 6%[10 µM], nt
- O=C1CCCCC1C(=O)c1cn(-c2ccc(Cl)c(Cl)c2)nn1 (configuration not stated)
    -4%, -9%, -1%, ?, -2%, -33%[inhibitor], 14µM*
- COc1ccc(C2Nc3ccccc3C(=O)N2c2ccccc2)cc1CN1CCOCC1 (configuration not stated)
    7%, nt, 2%, -9%[46 µM], -2%, nt, 25%
- Cc1ccccc1S(=O)(=O)Nc1ncc(C(F)(F)F)cc1Cl
    -2%, ?, 12%, ?, 1%, ?, 1%
- Nc1nnnn1NCc1cccc(OCc2ccccc2)c1
    16%, -13%, 11%, ?, -2%, -12%, -38%[inhibitor]
- COc1ccc(CN(C)CC(=O)Nc2ccc(Cl)cc2F)c(OC)c1
    nt, -11%[9.22 µM], 8%, nt, nt, 10%[10 µM], nt
- CCOC(=O)C1CCN(c2ncnc3c2oc2ccccc23)CC1
    15%[38.3 µM], 8%, 4%, 3%, -2%, -1%[10 µM], -34%[inhibitor]
- O=C(Cc1ccc(Cl)cc1)Nc1ccc(CN2CCCCC2)cc1
    nt, -8%[9.22 µM], 1%, nt, nt, 6%[10 µM], nt
- O=C(C1CCCN(S(=O)(=O)c2cccc3nsnc23)C1)N1CCCCCC1 (configuration not stated)
    7%, -4%, 5%, nt, nt, -26%, nt
- O=C(NCc1ccco1)c1cccc(-c2nnc(-c3ccccc3)o2)c1
    38%[activator][38.3 µM], 11%, -4%, -13%, 3%, -21%, 3%
- CCOc1ccc(-n2c(=O)c3c4c(sc3n(CC(=O)NCc3ccco3)c2=O)CCC4)cc1
    2%[38.3 µM], 9%, 5%, 5%, -8%, -91%[inhibitor], 14%
- CC1Cc2ccccc2N1CC(=O)NCc1ccc2c(c1)OCO2 (configuration not stated)
    18%, -1%, -13%, -3%, 0%, 2%[10 µM], 9%

# Screens (PubChem BioAssay)
